ST2 IL33 inh: inhibitors of human ST2 (IL1RL1) binding to IL-33, primary screen, biochemical, AlphaLISA | Interleukin-1 receptor-like 1 (Homo sapiens), Q01638 | AlphaLISA ST2-Fc/biotin-IL-33 interaction, 1 h | inhibition, % for hits at 17 µM | 78,000 compounds, 2.3% hits; in the data active means inhibition above about 30%; inconclusive means mostly about 10% to 28%
Target sequence (Q01638 whole entry, looked up): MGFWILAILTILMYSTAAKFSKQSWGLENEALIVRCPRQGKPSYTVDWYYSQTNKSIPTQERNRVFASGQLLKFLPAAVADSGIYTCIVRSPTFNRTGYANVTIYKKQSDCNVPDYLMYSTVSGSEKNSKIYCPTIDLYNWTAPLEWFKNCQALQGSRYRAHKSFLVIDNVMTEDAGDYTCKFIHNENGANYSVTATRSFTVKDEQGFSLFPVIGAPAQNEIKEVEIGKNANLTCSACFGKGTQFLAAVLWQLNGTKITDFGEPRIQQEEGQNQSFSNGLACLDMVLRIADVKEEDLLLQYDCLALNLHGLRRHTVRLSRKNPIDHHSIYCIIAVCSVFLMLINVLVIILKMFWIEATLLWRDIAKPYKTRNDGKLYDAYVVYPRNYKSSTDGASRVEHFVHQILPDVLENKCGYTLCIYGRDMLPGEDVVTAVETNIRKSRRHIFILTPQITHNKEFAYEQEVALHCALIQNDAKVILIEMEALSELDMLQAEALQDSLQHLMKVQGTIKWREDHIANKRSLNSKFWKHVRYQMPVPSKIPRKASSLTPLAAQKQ
Calls only; i = inactive; ? = inconclusive. A portion of the library; count on the stated rates, not on these rows.

> O=C1N(c2ccccc2)c2ccccc2C1(Cc1ccncc1)Cc1ccncc1
  ST2 IL33 inh: ?

> Cc1cc(N2CCOCC2)nc(N2CCN(S(=O)(=O)c3cc(C(C)C)ccc3C)CC2)n1
  ST2 IL33 inh: i

> CN(C)CCCN1c2ccccc2Sc2ccccc21
  ST2 IL33 inh: i

> CC(=O)O[C@]1(C(C)=O)CC[C@H]2[C@@H]3C=C(Cl)C4=CC(=O)[C@@H]5C[C@@H]5[C@]4(C)[C@H]3CC[C@@]21C
  ST2 IL33 inh: ?

> CN(C)C/C=C(/c1ccc(Br)cc1)c1cccnc1
  ST2 IL33 inh: i

> CC(C)Cc1ccc(C(C)C(=O)O)cc1 (centres undefined)
  ST2 IL33 inh: i

> Cc1cc(NC(=O)CSc2cn(Cc3cccc(F)c3)c3ccccc23)no1
  ST2 IL33 inh: ?

> O=c1c(O[C@@H]2O[C@@H](CO)[C@H](O)[C@H]2O)c(-c2ccc(O)c(O)c2)oc2cc(O)cc(O)c12
  ST2 IL33 inh: i

> COc1ccc(CN(CCN(C)C)c2ccccn2)cc1
  ST2 IL33 inh: i

> COc1ccc(COC(=O)C2=C(C)NC(=O)NC2c2ccc(Cl)cc2)cc1 (centres undefined)
  ST2 IL33 inh: i

> CCCCCCC/C=C\CCCCCCCCC(=O)O
  ST2 IL33 inh: ?

> CC(C)Cc1ccc([C@H](C)C(=O)O)cc1
  ST2 IL33 inh: ?

> CC1CC[C@]2(C(=O)O)CC[C@]3(C(=O)O)C(=CCC4[C@@]5(C)CC[C@H](O[C@@H]6O[C@H](CO)[C@@H](O)[C@H](O)[C@H]6O)C(C)(C)C5CC[C@]43C)C2C1C (some centres undefined)
  ST2 IL33 inh: i

> N#CC1=C(N)Oc2c(oc(CO)cc2=O)C1c1ccc(OCc2ccccc2)cc1 (centres undefined)
  ST2 IL33 inh: i

> CCCOc1ccccc1-c1nc2n[nH]nc2c(=O)[nH]1
  ST2 IL33 inh: ?

> COc1nc(C)nc(Cl)c1NC1=NCCN1
  ST2 IL33 inh: i

> COc1cc2nc(N3CCN(C(=O)C4COc5ccccc5O4)CC3)nc(N)c2cc1OC (centres undefined)
  ST2 IL33 inh: i

> O=C1NCC2(CCN(CCc3ccccc3)CC2)O1
  ST2 IL33 inh: ?
